# ELG1 repair inh – qHTS screen for small molecules that inhibit ELG1-dependent DNA repair in human embryonic kidney (HEK293T) cells expressing luciferase-tagged ELG1 | HEK293T ELG1-luciferase reporter, luminescence, 16 h; DNA damage induced by 5-fluorouridine | Potency, µM (series often up to 46.1 µM), without a hit: top-dose activity change, negative = inhibition, usual class: inhibitors | actives 2.3% (n = 330,000); further: potency means the concentration at half of the fitted maximal effect; on the % scale 0 is the no-effect control and ±100 the full control effect; nearly all actives have a fitted effect of over 55% in size
#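 Quantitative HTS, concentration-response format. 2,000 cells/well co-treated with 5-fluorouridine and compound, 16 hr in 5% CO2 at 37 °C; ONE-Glo luminescence read after 30 min.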
# ASM inhibitor – Inhibitors of Secretory Acid Sphingomyelinase (S-ASM): qHTS. Sphingomyelin phosphodiesterase (Homo sapiens), P17405. placental ASM, HMU-PC fluorogenic substrate, 60 min. Potency, µM (highest dose often 57.5 µM), inactives show at the highest dose activity change, negative = inhibition, usual class: inhibitors. actives 0.006% (n = 340,000). AID 504937, 2011; further: potency means the concentration at half of the fitted maximal effect
#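 qHTS format. ASM enzyme prepared from human placenta hydrolyses the fluorogenic substrate HMU-PC0 (9 uM final) over 60 min at 37 °C after a 10 min compound preincubation.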
# Chronic BCR inh – qHTS Assay to Find Inhibitors of Chronic Active B-Cell Receptor Signaling. ABC-DLBCL IkBa-CBG/CBR reporter, luminescence ratio, 4 h. Potency, µM (titrated, usually from 46.1 µM), inactives show at the highest dose ratio change, negative = lower green/red ratio, hits mostly inhibitors. actives 0.05% (n = 340,000); active means well fitted inhibition curve with a large enough effect in the signal ratio, with a control signal flat, not every such curve was filed as active; inconclusive means small, poorly fitted or top-dose-only effect, or effect the other way, or a change in a side signal; the % refers to the signal ratio;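 further: potency means the concentration at half of the fitted maximal effect; plate controls were basal doxycycline-induced cells for no effect and cells given 10 µM MG132 for full effect; MG132 reads +100%, hits lower the ratio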
#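 Doxycycline induced both beetle luciferases in TMD8 lymphoma cells; IKK-driven degradation limits the IkappaBalpha-fused green signal, while red luminescence normalises for cell number and nonspecific effects. Compounds tested up to 46 uM, 4 hrs.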
# TSHR antag – Antagonists of the Thyroid Stimulating Hormone Receptor: HTS campaign | Thyrotropin receptor (Homo sapiens), P16473 | TSHR-expressing cells, TSH-stimulated cAMP HTRF, 2 h; hits give low values | activity change, negative = inhibition, % at 11.5 µM | actives 0.2% (n = 330,000) | AID 504810, 2011;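 active means activity change below a set negative limit, meaning inhibition stronger than a set level, cut at about -70% in these data; inconclusive means activity change between two set negative limits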; further: on the % scale 0 is the no-effect control and ±100 the full control effect
#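 Inhibition of cAMP made by TSHR-expressing cells under TSH stimulation (4nM final, EC80; 2 h, 37 deg C) is quantified with a one-step lysis HTRF kit, anti-cAMP cryptate versus cAMP-d2.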
# Mito fusion yeast – qHTS Assay for Small Molecule Inhibitors of Mitochondrial Division or Activators of Mitochondrial Fusion; AID 485298, 2010; actives 0.23% (n = 320,000); Potency, µM (series often up to 46.1 µM), for inactives: at the top dose growth rescue (activation), hits mostly activators; S. cerevisiae fusion-defective mutant growth rescue, CellTiterGlo 48 h;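 further: potency means the concentration at half of the fitted maximal effect; % of control where 0% means no effect; nearly all actives have a fitted effect of over 45% in size; temperature-sensitive fusion mutants such as fzo1-1 at 37 °C on non-fermentable ethanol glycerol medium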
#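 Luminescent cell viability in 1536-well qHTS format served as the measure of rescued growth in ts fusion-mutant S. cerevisiae cultured on non-fermentable YPEG for 48 hours at 37C.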
# Eya2 phos inh – qHTS Assay for Inhibitors of the Phosphatase Activity of Eya2; Protein phosphatase EYA2 (Homo sapiens), O00167; recombinant Eya2, OMFP fluorescence dephosphorylation (OMFP is methylfluorescein phosphate); Potency, µM (series often up to 76.9 µM), for inactives: at the top dose activity, negative = inhibition, hits mostly inhibitors; actives 0.006% (n = 330,000); AID 488837, 2010; further: potency means the concentration at half of the fitted maximal effect; on the % scale 0 is the no-effect control and ±100 the full control effect
# Target sequence (O00167 whole entry, looked up): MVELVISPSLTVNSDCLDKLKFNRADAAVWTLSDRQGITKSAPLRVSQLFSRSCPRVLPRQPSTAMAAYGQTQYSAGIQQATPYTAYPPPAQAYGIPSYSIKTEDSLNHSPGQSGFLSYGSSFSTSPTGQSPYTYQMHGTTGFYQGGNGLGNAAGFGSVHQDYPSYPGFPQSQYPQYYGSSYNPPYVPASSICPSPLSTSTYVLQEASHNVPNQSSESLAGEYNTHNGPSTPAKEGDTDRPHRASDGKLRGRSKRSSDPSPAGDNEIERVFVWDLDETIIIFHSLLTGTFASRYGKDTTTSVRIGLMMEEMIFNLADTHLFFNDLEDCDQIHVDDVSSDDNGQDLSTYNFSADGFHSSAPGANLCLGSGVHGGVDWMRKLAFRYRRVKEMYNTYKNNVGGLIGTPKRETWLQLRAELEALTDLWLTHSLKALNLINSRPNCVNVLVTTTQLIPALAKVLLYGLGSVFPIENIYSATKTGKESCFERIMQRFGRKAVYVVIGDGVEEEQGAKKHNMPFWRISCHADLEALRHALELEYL
#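 Eya2 protein (added as 0.2 uM solution) was preincubated with compound for 10 min at ambient temperature in 50 mM HEPES pH 7.5, 50 mM NaCl, 5 uM MgCl2, 0.05% BSA, 1 mM DTT. OMFP (added at 50 uM) then reacted 10 min; fluorescence read at 485/525 nm.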
# AT treatment – qHTS Assay for Identifying a Potential Treatment of Ataxia-Telangiectasia; […] A-T fibroblasts, KAP-1 phosphorylation AlphaLISA; neocarzinostatin DNA damage 30 min before lysis; Potency, µM (highest dose often 57.5 µM), inactives show top-dose activation, usual class: activators; actives 0.19% (n = 320,000); AID 485349, 2010; further: potency means the concentration at half of the fitted maximal effect; % of control where 0% means no effect; nearly all actives have a fitted effect of over 45% in size
#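 hTERT-immortalized A-T patient fibroblasts ([…]), 500 cells/well in OPTI-MEM, 1% FBS, got compounds for 60 min, then NCS for 30 min at 37C. Lysates were then assayed for phospho-KAP-1 by AlphaLISA (anti-pKAP1 donor, anti-KAP1 acceptor beads), 6 hr at 25C.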
# Tb PFK inh – qHTS Assay to Find Inhibitors of T. brucei phosphofructokinase. ATP-dependent 6-phosphofructokinase (Trypanosoma brucei brucei), O15648. AID 485367, 2010. actives 0.17% (n = 330,000). Potency, µM (highest dose often 57.5 µM), without a hit: at the top dose activity, negative = inhibition, hits mostly inhibitors. T. brucei PFK, ADP-Glo luminescence;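 further: potency means the concentration at half of the fitted maximal effect; 0% = uninhibited 1x PFK enzyme wells and -100% = no-enzyme wells; nearly all actives have a fitted effect of over 60% in size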
#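 Compounds were pin-transferred as a titration series up to 57 uM into substrate buffer (0.5 mM F6P, 0.1 mM ATP, pH 8.0), then 1.25 nM PFK was added and reactions ran 45 min before ADP-Glo detection.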
# PTAP TSG101 blk – qHTS Assay for Iinhibitors of HIV-1 Budding by Blocking the Interaction of PTAP/TSG101. Tumor susceptibility gene 101 protein (Homo sapiens), Q99816. Fluorescence polarization, FITC-PTAP peptide / Tsg101 binding. Potency, µM (doses to about 115 µM), inactives show at the highest dose activity change, negative = inhibition, hits mostly inhibitors. 340,000 tested, under 10 active. AID 493005, 2010; active means well fitted inhibition curve with a large enough effect in the main read-out, with a control signal flat, not every such curve was filed as active; inconclusive means small, poorly fitted or top-dose-only effect, or effect the other way, or a change in a side signal; inactive means no such curve, though single readings can be large or run the other way; further: potency means the concentration at half of the fitted maximal effect; % of control where 0% means no effect
# Target sequence (Q99816 whole entry, looked up): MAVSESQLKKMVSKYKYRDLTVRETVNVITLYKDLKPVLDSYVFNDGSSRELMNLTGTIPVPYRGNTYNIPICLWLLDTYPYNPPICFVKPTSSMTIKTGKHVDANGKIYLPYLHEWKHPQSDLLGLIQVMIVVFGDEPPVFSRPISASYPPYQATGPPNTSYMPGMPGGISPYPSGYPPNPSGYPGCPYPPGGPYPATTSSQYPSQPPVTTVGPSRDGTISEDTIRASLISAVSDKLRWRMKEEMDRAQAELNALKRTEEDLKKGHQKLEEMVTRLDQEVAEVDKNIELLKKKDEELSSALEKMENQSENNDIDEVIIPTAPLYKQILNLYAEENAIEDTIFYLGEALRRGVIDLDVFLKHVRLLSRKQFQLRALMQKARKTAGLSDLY
#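 Compounds were pin-transferred onto Tsg101 binding domain (10 uM final) in HEPES pH 7.5 buffer, then FITC-PTAP peptide was added at 50 nM final. After 20 min at RT, polarization reported peptide displacement across a qHTS concentration series.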
# TCR activator – Activators of T cell receptors: qHTS campaign | Potency, µM (titrated, usually from 9.22 µM), for the others: at the top dose activation of IL-2 secretion, actives largely listed as activators | primary human leukocytes, anti-CD3, IL-2 HTRF, 48 h | 330,000 tested, under 10 active; further: % of control where 0% means no effect
#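 TCR engagement came from a-CD3 beads alone, with compounds added to primary human leukocytes for 48 hr. Secreted IL-2 bridged europium cryptate- and d2-labelled anti-IL-2 antibodies, giving FRET emission at 665nm after 320nm excitation.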
# a7 integrin act – qHTS for Activators of Integrin-Mediated Alleviation for Muscular Dystrophy | alpha7betagal myoblasts, beta-gal FDG fluorescence, 48 h | Potency, µM (doses to about 38.3 µM), inactives show top-dose activation, most hits filed as activators | actives 0.064% (n = 350,000) | AID 624291, 2012;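 further: potency means the concentration at half of the fitted maximal effect; 100% = response of the positive control SU9516; nearly all actives have a fitted effect of over 60% in size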
#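 alpha7betagal+/- myoblasts (passage 13, 250/well) treated 48 h at 37C with compounds at 1:260 dilution of DMSO stock. Lysed, then beta-galactosidase activity read as FDG fluorescence (ex 480/em 540) after 30 min, with pre-read for autofluorescence.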
# * marks the source's active call; other numbers are inactive results; ? = inconclusive; / = not tested or not shown; [ ] = dose if it differs, or a comment. Unless noted, the call rests on the fitted dose curve; in most records, active means well fitted curve in the direction sought with a large enough effect; inconclusive means small, poorly fitted or top-dose-only effect, or another doubt; inactive means no such curve, though single readings can be large; an effect the other way counts as inactive or inconclusive.
# Values run as follows: ELG1 repair inh, ASM inhibitor, Chronic BCR inh, TSHR antag, Mito fusion yeast, Eya2 phos inh, AT treatment, Tb PFK inh, PTAP TSG101 blk, TCR activator, a7 integrin act
- CCC(=O)N1CCc2cc(OC)c(OC)cc2C1COc1ccc(C(=O)OC)cc1 (centres undefined)
  2.6µM*, 0%, ?, -5, -6%, 9%, -5%, 9%, 1%, 0%, -9%
- O=C(O)C1=C[C@H](c2coc3ccccc3c2=O)C[C@H](OCCCCO)O1
  7%, 46%[activator], -1%, -2, 0%, 20%, -21%, 2%, /, -1%, 6%
- C[N+]1(C)CC2=Cc3ccccc3CC2C1 (centres undefined)
  23%, 3%, -17%, 1, 0%, 1%, 2%, -2%, 0%, 5%, 11%
- O=C(c1cccs1)N1CCCc2ccccc21
  1%, 0%, -1%, -12, 4%, -14%, -4%, 0%, -7%, 2%, -16%
- CCc1nnc(NC(=O)CSc2nc3ccc(OC)cc3[nH]2)s1
  5%, 4%, -2%, -2, -5%, 11%, -3%, 2%, 1%, -4%, 2%
- COc1ccc(NCc2nnc(SCC(=O)c3ccc(C)cc3)o2)cc1
  0%, -1%, -6%, -3, 1%, 0%, -4%, 4%, -3%, 3%, -9%
- O=C(O)CCC(=O)Nc1ccc(-c2nnc(-c3ccco3)o2)cc1
  25%, 2%, -1%, 7, -3%, -14%, 5%, 26%, 2%, 4%, 4%
- Cc1nc(Oc2ccc(Cl)cc2)c2oc3ccccc3c2n1
  -11%, -11%, -8%, -3, -3%, 3%, 1%, -5%, -2%, -4%, 2%
- COc1ccc(S(=O)(=O)N(Cc2ccccc2)c2ccccc2C(=O)Nc2ccccc2C(=O)NCc2ccco2)cc1
  -18%, -3%, 0%, -1, -1%, 0%, -4%, -3%, 0%, 6%[46.1 µM], 24%
- Cc1ccc(NC(=O)C(C)Sc2nc3nc(C)cc(C)n3n2)cc1 (centres undefined)
  9%, 4%, 0%, 7, 0%, 2%, -1%, -2%, 3%, 4%, -14%

# Of the compounds above, 4 contain a carbonyl joined to an NH by a bond outside any ring:
# Values run as follows: ELG1 repair inh, ASM inhibitor, Chronic BCR inh, TSHR antag, Mito fusion yeast, Eya2 phos inh, AT treatment, Tb PFK inh, PTAP TSG101 blk, TCR activator, a7 integrin act
- CCc1nnc(NC(=O)CSc2nc3ccc(OC)cc3[nH]2)s1
  5%, 4%, -2%, -2, -5%, 11%, -3%, 2%, 1%, -4%, 2%
- O=C(O)CCC(=O)Nc1ccc(-c2nnc(-c3ccco3)o2)cc1
  25%, 2%, -1%, 7, -3%, -14%, 5%, 26%, 2%, 4%, 4%
- COc1ccc(S(=O)(=O)N(Cc2ccccc2)c2ccccc2C(=O)Nc2ccccc2C(=O)NCc2ccco2)cc1
  -18%, -3%, 0%, -1, -1%, 0%, -4%, -3%, 0%, 6%[46.1 µM], 24%
- Cc1ccc(NC(=O)C(C)Sc2nc3nc(C)cc(C)n3n2)cc1 (centres undefined)
  9%, 4%, 0%, 7, 0%, 2%, -1%, -2%, 3%, 4%, -14%

# (next part)
# Values run as follows: ELG1 repair inh, ASM inhibitor, Chronic BCR inh, TSHR antag, Mito fusion yeast, Eya2 phos inh, AT treatment, Tb PFK inh, PTAP TSG101 blk, TCR activator, a7 integrin act
- Cc1cc(NC(=O)CN(C)CCOc2ccccc2)ccc1Br
  -5%, -2%, 5%, 7, -5%, -4%, 2%, -3%, 1%, /, -2%
- CCOC(=O)C1CCN(C(=O)CCNC(=O)Cn2cnc3ccccc3c2=O)CC1
  2%, -2%, -2%, 4, -2%, 5%, -6%, -1%, 2%, 5%, -24%
- O=C(c1ccco1)N1CCN(C2CC(=O)N(c3ccccc3)C2=O)CC1 (centres undefined)
  8%, 2%, ?, -10, -4%, 1%, 10%, 3%, -12%, -4%, -7%
- COCCN(C(=O)CCC(=O)Nc1ccccn1)C(C(=O)NCCC(C)C)c1ccc(OC)cc1 (centres undefined)
  -9%, 3%, 2%, -4, 8%, 17%, 1%, 1%, 1%, 2%, 15%
- OC(COc1ccc2c(c1)OCO2)CN1CCCC1 (centres undefined)
  11%, 0%, ?, 6, -2%, 14%, -3%, -5%, -4%, -3%, -13%
- COc1ccc(-n2c(Cc3cccn3C)nnc2SCC(=O)Nc2cccc(OC)c2)cc1
  -15%, 2%, -1%, -1, 0%, -3%, 2%, -4%, 3%, -4%[46.1 µM], 4%
- OC(C#CCN1CCCC1)c1ccccc1 (centres undefined)
  0%, -1%, 5%, 14, 4%, -2%, 7%, 1%, -1%, 4%, -9%
- Cc1cc(C)c2sc(N(CCCN(C)C)C(=O)c3ccc(S(=O)(=O)N4CCc5ccccc5C4)cc3)nc2c1
  13µM*, /, -1%, -6, -28%, -30%, 0%, 1%, /, /, /
- O=C(NNC(=O)c1ccc(F)c(S(=O)(=O)N2CCOCC2)c1)c1ccc(Br)cc1
  ?, 0%, -9%, -6, 2%, 23%, -3%, 0%, 1%, /, 0%
- N#C/C(=C\c1c(Cl)cccc1Cl)c1nc2ccccc2o1
  3%, 0%, -10%, 2, 19%, 10%, 5%, 14%, -3%, 2%[46.1 µM], 8%
- CCc1nc(C#N)c(N2CCOCC2)o1
  ?, 4%, -2%, 12, -7%, 4%, -4%, -4%, -3%, 15%[46.1 µM], -8%
- CC(=O)N1CCOc2ccc(S(=O)(=O)N(C)c3ccc(C)cc3)cc21
  18%, 1%, ?, 52, -10%, 14%, 12%, 4%, -1%, 2%, 10%
- Cc1cc(O)ccc1NC1=CC(=O)CC(C)(C)C1
  -15%, 2%, -7%, -16, -1%, -3%, 5%, 1%, 1%, 0%[46.1 µM], ?
- Cc1cc(C(=O)COC(=O)CC2Sc3ccccc3NC2=O)c(C)n1-c1ccc(Br)cc1 (centres undefined)
  2%, -2%, 0%, 7, 15%, -2%, /, 4%, 2%, 2%[46.1 µM], 0%
- CN(C)Cc1ccccc1Sc1cccc2ccccc12
  -16%, /, 0%, 14, -7%, -4%, 15%, 9%, 0%, -2%[46.1 µM], -35%
- CC1=C(C(=O)OCc2ccccc2)C(/C=C/c2ccccc2)N2C(=O)CCSC2=N1 (centres undefined)
  -18%, -3%, 1%, 47, ?, -11%, -2%, -9%, -3%, -4%[46.1 µM], 5%
- COC(=O)c1cccc([N+](=O)[O-])c1CS(=O)(=O)c1ccc(C)cc1
  -5%, 0%, -2%, -11, 1%, -1%, 3%, 2%, -2%, 2%, -10%
- CC1(C)Cc2nc3oc4c(NCCCN5CCOCC5)ncnc4c3cc2CO1
  ?, -1%, -8%, 4, 0%, -3%, -9%, -7%, 1%, -2%, -11%
- N#Cc1c(Nc2ccccc2)c(C=O)c[nH]c1=O
  15%, 0%, -2%, 1, -12%, 0%, -23%, 3%, -7%, 2%, 3%
- N#CC1=C(N)SC(N)=C(C#N)C1CCc1ccccc1
  ?, 5%, ?, -15, -2%, -2%, -7%, -9%, ?, -1%, 10%
- CCOC(=O)c1c(N2C(=O)C3C4C=CC(C4)C3C2=O)sc2c1CCC(C)C2 (centres undefined)
  0%, 2%, ?, 60, -2%, -8%, 8%, -6%, -1%, 0%[46.1 µM], 13%
- OCCC1CN(Cc2nc(-c3ccccc3)cs2)CCN1C1CCCC1 (centres undefined)
  3%, 1%, -3%, 12, -1%, -5%, -3%, -1%, 1%, 0%, -22%

# High-throughput results from PubChem BioAssay.
